Compound activity (PubChem)
SIRT5 block = SIRT5 desuccinylase inhibitors, primary screen, biochemical, fluorescence imaging, single point, set 5; Purified SirT5, succinyl-peptide AMC, trypsin-coupled fluorescence; inhibition, % at 15 µM; 1.1% of 330,000 active; in the data active = inhibition above about 15%
Target sequence (Q9NXA8 whole entry, looked up): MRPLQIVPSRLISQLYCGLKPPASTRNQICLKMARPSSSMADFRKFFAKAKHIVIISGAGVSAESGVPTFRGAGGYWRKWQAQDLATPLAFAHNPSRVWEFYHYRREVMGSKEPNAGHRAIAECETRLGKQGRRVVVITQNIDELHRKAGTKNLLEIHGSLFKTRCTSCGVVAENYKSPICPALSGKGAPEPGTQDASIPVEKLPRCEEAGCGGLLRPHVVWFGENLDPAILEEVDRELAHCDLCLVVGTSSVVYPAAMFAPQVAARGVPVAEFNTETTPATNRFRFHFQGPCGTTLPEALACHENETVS
Casp6 inh = human caspase-6 inhibitors, primary screen, biochemical, VEID-R110 fluorescence, single point, set 2; P55212; purified caspase-6, Z-VEID-R110 cleavage fluorescence; inhibition, % at 12.5 µM; 0.53% of 350,000 active; AID 686996, 2013;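 active = mean inhibition across replicates at least about 35%, with every replicate also reaching that limit, limit read from the data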;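 also: 0% = median of neutral control wells and 100% = no fluorescence left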
Target sequence (P55212 24-179 limits assumed): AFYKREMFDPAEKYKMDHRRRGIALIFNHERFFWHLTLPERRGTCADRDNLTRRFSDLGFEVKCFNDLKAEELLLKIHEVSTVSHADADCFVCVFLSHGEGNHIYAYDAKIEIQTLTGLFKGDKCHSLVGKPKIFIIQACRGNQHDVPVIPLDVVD
Target sequence (P55212 194-293 limits assumed): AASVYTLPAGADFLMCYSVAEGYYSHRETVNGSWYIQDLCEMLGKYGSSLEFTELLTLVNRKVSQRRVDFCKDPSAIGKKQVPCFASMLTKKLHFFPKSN
FN deposition inh = inhibitors of fibronectin matrix deposition, primary screen, AH1F cells, Alexa488-fibronectin fluorescence, plate reader; AH1F fibroblasts, overnight; inhibition, % at 12.6 µM; 0.086% of 350,000 active; AID 743247, 2014;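 active = mean inhibition across replicates of 30% or more, regardless of how many single replicates reach that level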;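 also: positive control wells lacked labelled fibronectin entirely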
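Assay system: AH1F fibroblasts assembling fluorescent fibronectin matrix; Amount: 10000 AH1F cells per well; Buffer or medium: DMEM, 2% serum; Probe or stimulus: Alexa488-fibronectin, 24 nM final in well; Doses: single compound dose, delivered by pin transfer; Incubation: 1 h adhesion, overnight exposure; Measured by: fluorescence 485/525 nm; Read-out: fibronectin deposition inhibition.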
esBAF inh = Bmi1 luciferase reporter increase in mESCs, primary screen, esBAF inhibitor project, mouse ES cells, Bmi1 luciferase knock-in, single point | 24 h; 100% = twice the neutral-well signal | reporter increase, % at 12.5 µM | 2% of 350,000 active | AID 602393, 2012; in the data active = activation above about 40%;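 also: 0% = median of the plate's neutral control wells and 100% = double that signal; a rise in the Bmi1 reporter signal indicates esBAF inhibition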
LGR2 antag = inhibitors of bursicon-induced LGR2 CRE-luciferase signal, primary screen, cell-based, HEK293, CRE-luciferase reporter, bursicon stimulation. inhibition, % at 9.99 µM. 0.35% of 380,000 active. Drosophila bursicon receptor LGR2 (rickets). bursicon-stimulated, 4 h;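 active = drop in luminescence signal, shown as inhibition above about 50% in the replicate tests, limit read from the data, passing the limit was not always enough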;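 also: agonist challenge used bursicon conditioned medium at about half maximal strength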
C2C12 statin = suppressors of statin myotoxicity in C2C12 myotubes, primary screen, cell-based, single point, plate reader; C2C12 myotubes + simvastatin, ATP luminescence, 48 h; scaled: DMSO 0, geranylgeraniol control 100; rescue of ATP level, % at 7.49 µM; 0.78% of 330,000 active;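 active = mean ATP rescue above about 67%, or every replicate alone reaching that limit, limit read from the data, passing the limit was not always enough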;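 also: myotubes were challenged with 10 µM simvastatin during compound exposure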
S100A4 inh HTS = inhibitors of S100A4-myosin IIA peptide binding, primary screen, biochemical, fluorescence polarization, TAMRA-MyoIIA peptide. Protein S100-A4 (Homo sapiens), P26447. AID 652163, 2013. 0.14% of 360,000 active. inhibition, % at 10.7 µM;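 active = mean inhibition of at least 70% across replicates, with every replicate also reaching that level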
Target sequence (P26447 whole entry, looked up): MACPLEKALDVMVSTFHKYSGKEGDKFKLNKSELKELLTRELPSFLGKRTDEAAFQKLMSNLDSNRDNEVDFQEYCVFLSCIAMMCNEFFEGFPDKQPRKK
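Compound dosing: one dose per compound; test system: human S100A4 monomer with TAMRA-labelled myosin IIA peptide; probe or stimulus: TAMRA-labelled myosin IIA heavy-chain peptide probe, 5 nM; medium: HEPES buffer with Ca2+, pH 7.2; schedule: 5 min incubation before reading; benchmarks: neutral control DMSO, positive control TFP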
* marks the source's active call; other numbers are inactive results; . = not tested or not shown; & = joins results of further samples.

SMILES	SIRT5 block	Casp6 inh	FN deposition inh	esBAF inh	LGR2 antag	C2C12 statin	S100A4 inh HTS
Cc1ccc(C(=O)NCCN2C3=NC[C@H](C)N3C[C@H]2Cc2ccc(O)cc2)cc1Br	-8.2	-1.6	-12.5	-2.8	5.9	-8.4	-3.1
O=C1CC(c2ccccc2)=Nc2ccc(Br)cc2N1	.	1.8	.	.	-22.3	.	-2.0
COc1ccccc1NC(=O)N1CC(=O)N2[C@H](CO)[C@H](c3ccc(C#Cc4ccc(F)cc4)cc3)[C@H]2C1	2.9	-0.8	.	.	2.5	.	0.3
C[C@@H]1CCCCO[C@@H](CN(C)C(=O)Nc2cccc3ccccc23)[C@@H](C)CN([C@H](C)CO)C(=O)c2cc(NC(=O)CCC(F)(F)F)ccc2O1	.	.	8.6	-0.8	15.5	.	.
Cc1ccc(NC(=O)OC(C)N2CCCCC2)cc1NC(=O)OC(C)N1CCCCC1 (stereo not given)	.	-17.0	-1.5	-3.5	-10.1	-7.2	-16.2
O=C(CCc1ccccc1)NNC(=O)c1ccco1	.	.	-10.5	-2.0	.	-10.6	.
C[C@@H]1CN([C@H](C)CO)C(=O)Cc2cc(NC(=O)Nc3ccccc3)ccc2O[C@H]1CN(C)C(=O)Nc1ccc(C(F)(F)F)cc1	.	.	.	0.7	14.4	0.6	.
CNC[C@@H]1Oc2ccc(NC(=O)NC3CCCCC3)cc2C(=O)N([C@H](C)CO)C[C@@H]1C	4.1	1.2	1.9	0.9	-0.9	-14.6	4.6
NC(=S)c1cnn2c(-c3cccc(C(F)(F)F)c3)ccnc12	-20.1	-3.6	2.0	-4.4	0.7	-36.6	-1.3
C[C@@H]1CN([C@@H](C)CO)C(=O)c2cc(NS(=O)(=O)c3ccccc3)ccc2O[C@@H]1CN(C)C(=O)Nc1cccc2ccccc12	-1.1	-0.6	.	3.3	5.5	18.9	1.0
CC(C)NC(=O)Nc1ccc2c(c1)CC(=O)N([C@H](C)CO)C[C@H](C)[C@@H](CN(C)S(=O)(=O)c1cn(C)cn1)O2	-4.3	-0.9	.	-6.7	-18.6	3.6	7.5
CN(C)CCCNC(=O)C[C@H]1CC[C@H]2[C@H](COc3ccc(NC(=O)c4ccccc4F)cc3C(=O)N2C)O1	1.4	-62.3	7.0	13.1	9.8	-39.5	2.1
C[C@@H]1CN([C@@H](C)CO)C(=O)c2cc(/C=C/c3ccccc3)cnc2O[C@H]1CN(C)C(=O)Cc1ccccn1	-12.1	-1.4	0.2	2.9	3.2	-2.1	0.3
CC12CC(NC(=O)N1c1cccc(C(=O)N3CCCCC3)c1)c1ccccc1O2 (stereo not given)	-0.9	3.4	-6.9	2.2	6.2	-2.5	7.6
O=C(COC(=O)c1cnc(Cl)c(Cl)c1)Nc1ccc(S(=O)(=O)N2CCCC2)cc1	-2.4	2.6	-2.4	.	-13.0	.	3.8
N#C/C(=C\c1ccc(O)c(O)c1)C(=O)Nc1cccc2ncccc12	-2.3	58.3*	1.1	.	11.3	.	-6.2
C[C@H](CO)N1C[C@H](C)[C@H](CN(C)C(=O)Nc2ccccc2)OCCCC[C@H](C)Oc2ccc(NS(=O)(=O)c3cccs3)cc2C1=O	-3.4	0.1	-2.5	10.3	7.5	.	15.2
COc1cccc(C=NNc2nnc(NN=Cc3cccc(OC)c3OC)c3ccccc23)c1OC	-1.2	-0.8	2.6	.	-49.2	.	-3.6
Cc1cccc(N2CCN(C(=O)CCS(=O)(=O)c3ccc4c(c3)NC(=O)C(C)S4)CC2)c1C (stereo not given)	-0.3	-5.7	6.8	6.4	16.8	-18.1	-19.1
CCOc1ccc(NC(=O)c2ccc(NC(=O)Cc3n[nH]c(=O)c4ccccc34)cc2)cc1	-5.9	0.0	7.0	-1.6	-12.4	-27.0	-0.3
Cc1cccc([C@@H]2[C@@H]3C(=O)N(Cc4ccccc4)C(=O)[C@@H]3[C@]3(Cc4ccccc4)C(=O)N(c4ccc(C(F)(F)F)cc4)C(=O)N23)c1	-2.1	2.3	.	3.4	3.5	1.2	-2.1
COCCn1c(N)c(Sc2ccccc2[N+](=O)[O-])c(=O)[nH]c1=O	-0.1	2.1	2.5	.	0.1	.	-2.7
COc1ccc(NC(=O)Nc2ccc3c(c2)C(=O)N([C@@H](C)CO)C[C@@H](C)[C@H](CN(C)C(=O)NC(C)C)OCCCC[C@H](C)O3)cc1	0.0	1.9	-0.3	8.3	0.5	.	28.6
NS(=O)(=O)c1ccc(CNC(=O)C(c2ccccc2)c2ccccc2)cc1	-0.3	-2.3	0.6	-14.9	5.5	3.5	-3.5
Cc1ccc(NC(=O)c2ccc(Cn3cc(Cl)cn3)o2)c(C)c1	-10.2	0.7	-4.3	-0.1	-4.4	17.3	-2.5
CC1(C)CC(N2CCN(Cc3ccccc3)CC2)=CC(=[N+]2CCCCC2)C1	4.8	-0.2	-7.0	-24.4	11.1	-85.4	-3.6
C[C@@H]1CCCCO[C@@H](CN(C)C(=O)Nc2ccc(F)cc2)[C@H](C)CN([C@@H](C)CO)C(=O)c2cc(NC(=O)Nc3ccc(F)cc3)ccc2O1	1.3	-3.2	0.3	2.4	16.8	.	-3.0
Cc1ccc(-n2cc(S(=O)(=O)c3ccc(C)cc3)[nH]c2=O)cc1	-0.8	1.3	6.6	3.8	8.7	1.5	-6.6
CC(=O)N1CCOC12CCN(Cc1ccccc1)CC2	-0.5	-1.5	2.0	4.4	-17.2	7.2	-2.3
Nc1ccc2oc(-c3cccc4ccccc34)nc2c1	.	.	.	-33.4	-56.8	88.6*	.
C[C@@H]1CN([C@@H](C)CO)C(=O)c2cc(NC(=O)C3CCCCC3)ccc2O[C@@H](C)CCCCO[C@@H]1CN(C)S(=O)(=O)c1cccs1	4.6	0.2	.	-3.0	16.5	.	12.0
Cc1ccc(/C=N/n2c(C)cc(C)c(C#N)c2=O)o1	-0.5	-4.1	-0.4	7.0	2.7	1.5	2.4
CCOC(=O)[C@@H]1[C@H]2COc3ccccc3[C@H]2N2C(=O)N(c3ccc(C)cc3)C(=O)[C@]12C	.	2.0	4.0	-2.1	14.7	13.5	-7.7
C[C@@H]1CN([C@@H](C)CO)C(=O)c2cc(NC(=O)Nc3cccc4ccccc34)ccc2O[C@H]1CN(C)C(=O)Nc1ccc(F)cc1	5.2	0.9	.	1.1	-5.1	9.7	-3.1
C[C@H](CO)N1C[C@H](C)[C@H](CN(C)CC2CCOCC2)Oc2ncc(C#Cc3ccc(F)cc3)cc2C1=O	5.9	1.4	-5.6	-7.7	11.1	-32.3	1.8
C[C@H](CO)N1C[C@H](C)[C@@H](CN(C)CC2CC2)Oc2c(NC(=O)C3CC3)cccc2C1=O	0.8&-8.8	1.3&-4.7	5.6	-17.8&-4.3	-1.2&0.3	-10.8&-2.6	3.6&-5.5
CO[C@H]1CN(C)C(=O)c2ccc(NS(=O)(=O)c3ccccc3)cc2OC[C@@H](C)N(Cc2cccnc2)C[C@@H]1C	1.8	-1.6	-2.5	1.5	2.7	-9.5	7.9
CCOCCCNC(=O)CCNS(=O)(=O)c1ccc(C)cc1	.	.	12.3	2.5	.	-4.9	.
CCc1ccc(C(C(=O)NC2CCCCC2)N(C(=O)c2csnn2)C2CC2)cc1 (stereo not given)	3.8	-1.4	4.2	-0.6	27.2	6.0	11.1
CCc1nc2ccc(C(=O)NCc3cccs3)cn2c1N(CC)CCN(C)C	-0.3	-2.4	.	-12.9	7.3	35.2	-4.3
Cc1cc(=O)oc(C)c1C(=O)N1CCc2c([nH]c3ccccc23)C1C(C)C (stereo not given)	-0.3	1.7	-3.1	-5.1	6.9	-11.8	1.0
COc1ccc(CN(C)C[C@H]2Oc3ccc(NC(=O)NC(C)C)cc3CC(=O)N([C@H](C)CO)C[C@H]2C)cc1	2.6	1.1	.	0.3	16.3	5.9	7.5
O=C(Nc1ccccc1C(=O)N1CCCCC1)c1cccs1	-4.0	1.7	2.4	10.7	4.6	-0.9	-4.7
O=C(NCCCn1ccnc1)/C(=C\c1ccc(Br)cc1)NC(=O)c1ccccc1F	-5.1	-16.3	-7.5	.	-18.0	.	-0.2
Cn1cc(CN2CCN(CC(C)(C)C)C(CCO)C2)c2ccccc21 (stereo not given)	0.8	0.4	1.7	0.1	-11.3	-15.4	-1.0
COCCn1c(COc2cccc(OC)c2)nnc1SCC(=O)NC1CCCC1	-3.0	1.3	-5.4	-1.6	0.4	30.1	3.0
CC1Cc2ccccc2N1CC(=O)Nc1ccc(S(N)(=O)=O)cc1 (stereo not given)	-1.4	6.1	-0.6	-4.4	27.2	6.6	-6.5
CCN(CC)CCNCc1cc(Cl)c(OCC(=O)Nc2ccccc2)c(OC)c1	8.0	3.2	-8.4	.	28.9	.	3.2
COCc1cc(=O)n2[nH]c(-c3ccc(C)cc3)cc2n1	.	.	0.7	14.9	.	-5.0	.

Structures shown so far containing an aryl methoxy group, in the order listed:
SMILES	SIRT5 block	Casp6 inh	FN deposition inh	esBAF inh	LGR2 antag	C2C12 statin	S100A4 inh HTS
COc1ccccc1NC(=O)N1CC(=O)N2[C@H](CO)[C@H](c3ccc(C#Cc4ccc(F)cc4)cc3)[C@H]2C1	2.9	-0.8	.	.	2.5	.	0.3
COc1cccc(C=NNc2nnc(NN=Cc3cccc(OC)c3OC)c3ccccc23)c1OC	-1.2	-0.8	2.6	.	-49.2	.	-3.6
COc1ccc(NC(=O)Nc2ccc3c(c2)C(=O)N([C@@H](C)CO)C[C@@H](C)[C@H](CN(C)C(=O)NC(C)C)OCCCC[C@H](C)O3)cc1	0.0	1.9	-0.3	8.3	0.5	.	28.6
COc1ccc(CN(C)C[C@H]2Oc3ccc(NC(=O)NC(C)C)cc3CC(=O)N([C@H](C)CO)C[C@H]2C)cc1	2.6	1.1	.	0.3	16.3	5.9	7.5
COCCn1c(COc2cccc(OC)c2)nnc1SCC(=O)NC1CCCC1	-3.0	1.3	-5.4	-1.6	0.4	30.1	3.0
CCN(CC)CCNCc1cc(Cl)c(OCC(=O)Nc2ccccc2)c(OC)c1	8.0	3.2	-8.4	.	28.9	.	3.2

An excerpt (hit frequency here may not be typical).
